High-throughput results: PubChem BioAssay, The Scripps Research Institute Molecular Screening Center
TAAR1 agonist – human TAAR1 agonists, primary screen, Fluo-8 calcium fluorescence, CHO RD-HGA16 cells; Trace amine-associated receptor 1 (Homo sapiens), Q96RJ0; vehicle wells 0%, saturating PEA agonist 100%; activation, % at 3 µM; hit rate 0.99% among 360,000; AID 624467, 2012;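 active = activation above the mean activation of all test compounds in the run plus 3 SD, cut at about 38% in these data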
Target sequence (Q96RJ0 whole entry, looked up): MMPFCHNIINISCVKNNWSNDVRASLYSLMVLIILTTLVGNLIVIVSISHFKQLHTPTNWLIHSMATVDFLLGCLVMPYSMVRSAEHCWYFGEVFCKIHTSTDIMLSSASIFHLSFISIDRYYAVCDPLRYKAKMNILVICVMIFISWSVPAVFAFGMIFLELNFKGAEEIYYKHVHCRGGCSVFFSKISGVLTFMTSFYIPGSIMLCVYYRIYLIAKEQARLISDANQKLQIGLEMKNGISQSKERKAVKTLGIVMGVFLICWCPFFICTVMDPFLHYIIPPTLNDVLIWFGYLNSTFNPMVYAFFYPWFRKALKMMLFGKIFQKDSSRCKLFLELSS
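System: CHO RD-HGA16 cells carrying human TAAR1 plus Gα16; Incubation: 17-24 h seeding, 75 min 37 °C dye, 30 min RT; Measured by: Fluo-8 fluorescence, 5 s baseline then 140 s kinetic read; Control set: DMSO and PEA EC100; Replication: single well for each compound.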
M1 antag – human M1 muscarinic receptor antagonists, primary screen, CHO-K1 cells, Fluo-8 calcium fluorescence, 1536-well; AID 588852, 2011; CHO-K1 hM1, ACh EC80 antagonist; hit rate 1.3% among 360,000; inhibition, % at 3 µM;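 active = percent inhibition above its own plate's cutoff, namely the mean of that plate's compound wells plus 3 SD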;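 also: peak over basal fluorescence ratio during 140 s after agonist addition; 0% = ACh EC80 plus DMSO and 100% = DMSO alone without agonist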
Target sequence (P11229 whole entry, looked up): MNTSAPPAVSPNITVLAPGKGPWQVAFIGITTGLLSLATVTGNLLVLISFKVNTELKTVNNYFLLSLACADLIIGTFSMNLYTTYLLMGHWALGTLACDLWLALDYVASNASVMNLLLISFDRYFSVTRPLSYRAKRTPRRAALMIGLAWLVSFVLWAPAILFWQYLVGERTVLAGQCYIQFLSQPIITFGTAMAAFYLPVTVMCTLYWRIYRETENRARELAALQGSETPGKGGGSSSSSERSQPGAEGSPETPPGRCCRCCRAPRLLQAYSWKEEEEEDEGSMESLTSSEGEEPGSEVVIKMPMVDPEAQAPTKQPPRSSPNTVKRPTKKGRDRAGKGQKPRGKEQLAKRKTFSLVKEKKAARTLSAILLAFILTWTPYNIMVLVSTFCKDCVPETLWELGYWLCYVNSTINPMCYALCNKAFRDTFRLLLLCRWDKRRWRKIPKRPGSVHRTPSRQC
TAAR1 antag – human TAAR1 antagonists, primary screen, Fluo-8 calcium fluorescence, CHO RD-HGA16 cells; AID 624466, 2012; hit rate 1.5% among 360,000; inhibition, % at 3 µM; antagonist; Trace amine-associated receptor 1 (Homo sapiens), Q96RJ0;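 active = inhibition above a per-plate cutoff, the mean inhibition of test compounds on that plate plus 3 SD, cut at about 49% in these data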;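 also: 0% = DMSO plus EC80 beta-PEA response and 100% = DMSO alone without agonist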
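Test system: RD-HGA16 CHO cells with stable hTAAR1 and Gα16 / Probe or stimulus: EC80 β-phenethylamine stimulus / Times: seeding 17-24 h prior, 75-min 37 °C, 30-min RT dye loading / Detection: Fluo-8 calcium-sensitive fluorescence / Read-out basis: % inhibition scaled between DMSO and EC80 PEA controls / Repeats: singlicate, one well per test compound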
CHO parental Ca – ATP-evoked calcium signal inhibitors, parental CHO, primary screen, counter-screen for OX1R antagonist project, cell-based, fluorescence, Fluo-8 calcium dye. AID 463079, 2010. hit rate 0.63% among 330,000. inhibition, % at 5.6 µM. parental CHO-K1, ATP-induced calcium, Fluo-8 fluorescence;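 active = inhibition above that plate's mean sample inhibition plus 3 SD, cut at about 26% in these data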;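 also: 0% = ATP-challenged DMSO wells and 100% = DMSO wells without ATP; some compounds past the cut are filed as inactive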
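Test system: untransfected parental CHO cell line; also added: ATP stimulus; dosing: 5.6 µM, single dose; signal: calcium-sensitive Fluo-8 fluorescence; measure: percent inhibition of ATP-evoked calcium rise, normalized to controls; benchmarks: low control ATP plus DMSO, high control DMSO only; replication: one well per compound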
CHO-K1 Ca antag – counter-screen for M1 antagonists: effect in parental CHO-K1 cells | ATP-induced calcium, Fluo-8 fluorescence | inhibition, % at 3 µM | AID 602250 | hit rate 0.6% among 360,000;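 active = inhibition above a per-plate cutoff, the plate's mean sample inhibition plus 3 SD, cut at about 24% in these data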;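 also: 0% = DMSO plus EC80 ATP and 100% = DMSO alone without ATP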
CHRM1 agonist – human M1 muscarinic receptor agonists, primary screen, Fluo-8 calcium fluorescence, CHO-K1 cells, HTS | hit rate 0.33% among 360,000 | activation, % at 3 µM | AID 588814, 2011 | CHO-K1 hM1, agonist mode; 0% DMSO, 100% acetylcholine EC100 | Muscarinic acetylcholine receptor M1 (Homo sapiens), P11229;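 active = activation above the run's mean compound activation plus 3 SD, cut at about 16% in these data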;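 also: peak over basal fluorescence ratio within a 140 s kinetic read after compound addition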
M1 PAM parental – nonselective calcium activators in parental CHO-K1 cells, primary screen, counter-screen for M1 PAM project, cell-based, Fluo-8 calcium fluorescence, full deck, 1536-well; activation, % at 3 µM; ATP EC20; 0% at ATP EC20, 100% at ATP max; hit rate 0.02% among 360,000;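 active = activation above the run cutoff, the mean activation of all test compounds plus 3 SD, cut at about 40% in these data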;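 also: peak over basal fluorescence ratio in a 140 s read after ATP addition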
CHO-K1 Ca ag – counter-screen for M1 agonists: effect in parental CHO-K1 cells; Fluo-8 calcium fluorescence; scaled to maximal ATP response, vehicle zero; activation, % at 3 µM; hit rate 0.48% among 360,000; AID 602248, 2012; in the data active = activation above about 15%;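 also: untransfected CHO-K1 host cells lacking M1 receptor as counterscreen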
CHRM1 PAM – human M1 muscarinic receptor positive allosteric modulators, primary screen, CHO-K1 cells, Fluo-8 calcium fluorescence, 1536-well; CHO-K1 hM1, ACh EC20; 0% = ACh EC20, 100% = maximal ACh; activation, % at 3 µM; hit rate 0.088% among 360,000; in the data active = activation above about 19%, passing the limit was not always enough
An asterisk follows results filed as active; nt = no result given.

SMILES	TAAR1 agonist	M1 antag	TAAR1 antag	CHO parental Ca	CHO-K1 Ca antag	CHRM1 agonist	M1 PAM parental	CHO-K1 Ca ag	CHRM1 PAM
CCn1c(SCC(=O)Nc2nc(C)c(C)s2)nnc1-c1ccco1	6	-6	1	2	-10	-2	11	0.5	6
C=CCOc1ccc(Cl)cc1C(=O)O	3	-13	-6	-4	-2	0	14	-0.2	5
CCc1noc2c1/C(=N\O)CC(c1ccccc1)C2 (stereo unspecified)	3	-21	-9	-13	12	-5	4	-0.9	4
Cc1ccccc1C(=O)c1cccn1CC(=O)O	4	-16	-11	3	13	-1	-5	0.3	10
COc1cccc(-c2c(-c3cc(OC)cc(OC)c3)n(C)c3ccc(-c4ccc5cc[nH]c5c4)cc23)c1	0	-20	5	3	-21	2	15	0.2	25
CC12CCC(C(=O)N(NC(=O)c3ccccc3O)C1=O)C2(C)C (stereo unspecified)	1	-10	-6	-2	-13	-8	21	1.5	-1
CCn1c(NCc2ccccc2Cl)nc2ccccc21	3	4	-15	2	3	-5	-3	0.0	-2
O=C(CCS(=O)(=O)c1ccc(Cl)cc1)N1CCN(c2ccccc2F)CC1	4	-9	-5	-15	0	-1	8	0.9	8
Nc1nc(-n2cnnc2)nn1-c1ccccc1	0	-7	16	4	-17	-2	-3	0.0	12
CCN1CCN(c2nc(-c3cccs3)nc3ccccc23)CC1	3	3	-2	-20	-4	-4	16	0.6	2
COc1ccc(Cl)cc1NC(=O)NC(C)c1ccncc1 (stereo unspecified)	14	-2	-5	-20	29*	-5	-7	-0.3	10
O=C(Nc1nc(-c2ccccc2)cs1)C1c2ccccc2Oc2ccccc21	6	15	7	7	-4	-4	17	0.6	-8
Cc1cc(Br)cn2c(Cc3ccsc3)c(-c3cccc(Br)c3)nc12	1	nt	-18	nt	-13	nt	15	0.9	nt
CCc1nc2ccc(C(=O)N(C)CCCN(C)C)cn2c1N(C=O)CCC(C)C	-1	-25	6	nt	-21	3	31	1.0	8
Cc1ccc2c(c1)NC(=O)C(N1CCOCC1)(C(F)(F)F)O2 (stereo unspecified)	10	-4	-19	2	-2	-4	1	-0.2	2
Cc1cccc(/C(N)=N/OC(=O)COc2ccccc2Cl)c1	12	-4	14	-9	-14	-8	20	0.6	5
O=C(/C=C/Nc1ccc([N+](=O)[O-])cc1Br)c1cccc2ccccc12	-1	-2	2	-7	5	-3	5	0.3	8
O=C(CSc1nnc(COc2ccc(Cl)cc2)o1)N1c2ccccc2CCc2ccccc21	4	9	3	-20	13	1	-6	0.0	1
COc1ccccc1CC(=O)Nc1ncc(C)s1	-1	-8	-3	-2	-6	-4	18	1.0	3
NC(=S)N/N=C/c1cccc(/C=N/NC(N)=S)c1	3	-20	-12	-7	-6	-1	-9	0.3	14
CCS(=O)(=O)N1CCC(C(=O)NCCCN2CCN(c3ccccc3F)CC2)CC1	0	-19	-11	-10	-19	-11	-4	-0.3	5
Nc1c(C(=O)Nc2ccc3c(c2)OCCO3)nnn1Cc1cccc(Cl)c1	6	-6	-3	7	1	6	16	1.5	3
CC(=O)Nc1ccc(-c2csc(NC(=O)c3ccc(C)o3)n2)cc1	17	0	42	-10	-8	1	-4	1.2	-3
COCCN1C[C@@H](CO)O[C@@H](n2cnc3c(NCCN(C)C)ncnc32)C1	0	-14	-23	nt	-5	0	14	0.3	8
Cc1[nH]cnc1CSCc1ccc(Cl)cc1	1	-10	-32	5	2	-9	23	6.9	8
Cc1nc2sc(C(c3ccc(Cl)cc3)N3CC(C)OC(C)C3)c(O)n2n1 (stereo unspecified)	10	-20	1	13	20	11	1	0.5	23*
OCCN(Cc1ccccc1)Cc1ccccc1F	4	4	-2	-4	-6	-1	10	0.3	-1
Cc1ccc(C(OCCN(C)C)c2cccc(C(F)(F)F)c2)cc1 (stereo unspecified)	12	6	-4	-11	-7	-8	1	1.0	-20
O=C(NNC(=O)C1CC1)Nc1ccc(Cl)cc1	4	-14	-17	nt	-1	0	3	0.7	11
O=C(NCCN1CCCC1)c1ccc(Br)cc1	8	-6	-11	-9	-4	-5	0	-0.1	3
CC(=O)SC(C)CC(=O)NCc1ccccc1 (stereo unspecified)	2	4	-4	4	-23	-6	28	-0.1	2
COc1ccc(-c2nn(-c3ccccc3)cc2/C=C/C(=O)OCC(=O)Nc2ccc(C#N)cc2)cc1	nt	-1	nt	-10	3	-8	-9	-0.3	-2
O=C1CC(c2ccc(S(=O)(=O)Nc3cc(C(F)(F)F)cc(C(F)(F)F)c3)cc2)CN1 (stereo unspecified)	3	-8	7	-6	-3	-3	11	0.2	9
O=C(CNC(=O)c1ccc(-c2ccccc2)cc1)Nc1ccc(S(=O)(=O)Nc2ncccn2)cc1	1	-6	-22	2	-10	-2	14	0.3	7
C=CCNC(=O)Nc1ccc(F)c(Cl)c1	5	3	7	-11	-1	-5	-7	1.9	0
CCC(Cc1ccccc1)NC(=O)/C=C/c1ccco1 (stereo unspecified)	1	-20	3	-11	10	-4	-12	-0.5	16
CC(C)[C@H](NC(=O)[C@H]1N2C(=O)c3ccccc3C2SC1(C)C)C(=O)NCc1ccco1 (stereo partly specified)	-1	21	-16	-11	-1	-2	-8	-0.5	-8
CC(=O)Oc1cc2c(cc1OC(C)=O)C(=O)CCCC2	2	-9	0	nt	-6	-7	3	0.7	6
Cc1cc(NC(=O)CSc2nccn2C)n(-c2ccccc2)n1	4	-9	-26	-12	6	4	-15	0.1	21
CC(C)COc1ccc(C(=O)OCCN2CCOCC2)cc1	4	-6	-13	nt	-14	-3	14	3.0	6
Cc1ccccc1C(=O)NCCNC(=O)c1ccccn1	-1	0	12	2	-10	-2	-4	-0.1	2
CC1(C)CCN2CCC(C)(C)c3c(O)ccc1c32	24	25	17	38*	26*	23*	3	34*	-10
COc1ccc(S(=O)(=O)N2CCCCC2c2cc(C(=O)NCc3cccnc3)no2)cc1 (stereo unspecified)	0	-12	-18	nt	-3	-7	0	1.2	0
O=C(c1ccccc1)N(C1=NCCCCS1)c1ccccc1	-2	-12	-15	-15	5	-3	-8	-0.1	14
CCCC[C@@H]1CNC(=O)C(=O)N1CCc1cc(C(F)(F)F)cc(C(F)(F)F)c1	5	-6	1	-11	-18	2	6	0.0	5
Cc1cc(CN2CCCC(CO)(Cc3cccc(Cl)c3)C2)n[nH]1 (stereo unspecified)	2	-9	-7	-16	6	-10	-9	-0.4	10
CSc1ccccc1C(=O)NC1CCCC1	1	8	2	10	-15	0	10	-0.6	12
COc1cccc(S(=O)(=O)N(C)C[C@H]2Oc3ncc(Br)cc3C(=O)N([C@@H](C)CO)C[C@@H]2C)c1	2	9	-8	nt	-4	-6	15	1.0	-8
Cc1ccccc1NS(=O)(=O)c1ccc2c(c1)oc(=O)n2C	4	-14	-6	-4	-14	-5	25	3.8	7
CCOC(=O)C1(Cc2ccccc2)CCN(Cc2cccn2-c2nccs2)CC1	-1	3	-18	-18	5	-11	-1	0.2	-4
O=C(Nc1nonc1-c1ccc(F)cc1)c1ccco1	-2	-3	-11	5	-16	3	-5	-0.9	21
CCc1nnc(NCC(=O)N2CCc3ccccc32)s1	-1	-27	-6	14	-4	0	20	-0.1	3
CCC(CC)NC(=O)c1cc(OC)c(OC)c(OC)c1	0	2	-4	-20	19	-1	-3	-0.1	3
O=C1CCCc2cc3c(ccc4ccccc43)cc21	3	15	-17	nt	0	0	4	2.7	-11
CC(=NNC(=O)c1ccncc1)c1cccc(Br)c1	-1	-13	15	nt	-2	1	-3	0.6	3
N#Cc1cnn(-c2ccccc2)c1NC(=O)c1ccccc1F	1	-6	4	-14	-8	-6	8	-0.4	12
COc1ccccc1N=c1oc2cc(O)ccc2cc1C(N)=O	12	3	2	-1	-13	3	13	3.0	3
COc1cc2c3nc4n(c(=O)c3n(CC(=O)N3CCCC3)c2cc1OC)CCS4	0	7	13	nt	-15	10	-1	-0.3	12
COc1cc(-c2nc(C(=O)NCC3CCCO3)cc3c2[nH]c2ccccc23)cc(OC)c1OC (stereo unspecified)	6	11	61*	7	5	-3	-15	4.4	-12
Cc1cc2c(ncn2C)c(NS(=O)(=O)c2ccc(F)cc2)c1C	-1	-15	-12	-13	-4	-10	25	-0.1	14
(more compounds)
SMILES	TAAR1 agonist	M1 antag	TAAR1 antag	CHO parental Ca	CHO-K1 Ca antag	CHRM1 agonist	M1 PAM parental	CHO-K1 Ca ag	CHRM1 PAM
COc1ccc(OC)c(NC(=S)Nc2ccccc2)c1	-1	-8	-2	-13	-7	0	9	0.3	4
COc1ccc(S(=O)(=O)N(CCCN2CCOCC2)Cc2cccc(OC)c2OC)cc1	4	-12	-2	-10	-18	-5	21	0.7	5
COc1ccc(C(=O)Nc2ccc(S(=O)(=O)N3CCCC3)cc2)cc1	1	-2	18	-7	-8	-10	14	1.6	8
CCOC(=O)N1CCN(S(=O)(=O)c2ccc(OC)c(OC)c2)CC1	8	-8	-13	-16	-2	-4	15	0.2	6
Cc1nc(SCC(=O)NC(=O)NC2CCCCC2)nc(C)c1C	4	-6	-9	-19	-18	-13	13	2.7	8
CC(=O)c1c(C)[nH]c(C(=O)OCC(=O)NCc2ccccc2)c1C	1	-1	-12	nt	7	-2	-8	0.7	-2
O=C(/C=C/c1cn(-c2ccccc2)nc1-c1cccc(Cl)c1)N1CCN(c2ccccn2)CC1	0	11	53*	-21	-17	-4	-3	0.7	-3
COCn1c(C(O)c2ccccc2)cc2ccccc21 (stereo unspecified)	3	-5	-11	nt	-8	1	-5	0.4	-7
CCC1(C)CC(CCNS(=O)(=O)c2ccc(C)cc2)(c2ccc(C)cc2)CCO1 (stereo unspecified)	7	11	18	-22	-15	-5	11	0.0	-3
COc1ccccc1NC(=O)Nc1nc(CC(=O)Nc2cccc(F)c2)cs1	9	4	47	-15	2	0	-24	5.0	1

An excerpt of these results, with values under each structure:
Screens in order – TAAR1 agonist | M1 antag | TAAR1 antag | CHO parental Ca | CHO-K1 Ca antag | CHRM1 agonist | M1 PAM parental | CHO-K1 Ca ag | CHRM1 PAM
CCOC(=O)N1CCN(S(=O)(=O)c2ccc(OC)c(OC)c2)CC1
    8 | -8 | -13 | -16 | -2 | -4 | 15 | 0.2 | 6
Cc1nc(SCC(=O)NC(=O)NC2CCCCC2)nc(C)c1C
    4 | -6 | -9 | -19 | -18 | -13 | 13 | 2.7 | 8
CC(=O)c1c(C)[nH]c(C(=O)OCC(=O)NCc2ccccc2)c1C
    1 | -1 | -12 | nt | 7 | -2 | -8 | 0.7 | -2
